CaV13 ICDI inh: Disruptors of the CACNA1D IQ motif to Ca2+-dependent inactivation inhibitor domain association, primary screening, Förster resonance energy transfer in intact living …. HEK cells, CFP/YFP FRET ICDI-IQ, plate reader, 10 min; percent FRET-ratio fall versus neutral wells. inhibition, % at 12.3 µM. actives 0.098% (n = 340,000);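 active = mean replicate inhibition of at least 30% and at least 1% of replicates passing that level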;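 also: 0% = median of the neutral control wells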
aDG glyco act: alpha-DG glycosylation activation; Pro5-aDG cells, alpha-DG glycosylation AlphaScreen (IIH6); 0% Pro5, 100% B10-LARGE cell signal; activation, % at 10 µM; actives 0.22% (n = 360,000); AID 624168;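 active = activation of at least 8% versus controls, or a plate z-score of at least 8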;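 also: Pro5 are CHO cells carrying HIG-tagged alpha-DG that lacks glycosylation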
HTR2A ag: mouse HTR2A agonism via beta-arrestin recruitment; P35363; CHO-K1 mHTR2A beta-arrestin complementation, luminescence; percent of 30 µM serotonin response; activation, % at 7.6 µM; actives 0.66% (n = 360,000); AID 624169;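 active = activation above a run cutoff, the mean activation of all tested compounds plus 3 SD, cut at about 14% in these data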;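 also: 0% = plate median of compound wells and 100% = 30 µM serotonin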
Target sequence (P35363 whole entry, looked up): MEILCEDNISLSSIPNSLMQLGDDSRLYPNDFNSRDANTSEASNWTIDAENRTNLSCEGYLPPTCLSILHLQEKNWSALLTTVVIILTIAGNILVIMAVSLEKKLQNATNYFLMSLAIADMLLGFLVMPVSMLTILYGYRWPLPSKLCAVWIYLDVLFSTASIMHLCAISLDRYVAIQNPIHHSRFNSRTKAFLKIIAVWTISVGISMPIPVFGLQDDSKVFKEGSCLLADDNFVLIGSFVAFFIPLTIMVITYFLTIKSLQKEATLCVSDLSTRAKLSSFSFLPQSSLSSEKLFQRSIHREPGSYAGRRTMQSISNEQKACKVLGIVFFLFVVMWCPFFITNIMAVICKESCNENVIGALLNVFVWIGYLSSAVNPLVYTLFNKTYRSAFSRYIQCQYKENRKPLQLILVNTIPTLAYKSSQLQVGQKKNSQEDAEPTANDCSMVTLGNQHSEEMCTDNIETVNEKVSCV
ABCB6 inh MLPCN: inhibitors of human ABC transporter ABCB6; K562-ABCB6 porphyrin accumulation, flow cytometry, 1 h; hits give low values; actives 0.19% (n = 360,000); AID 602162; fluorescence ratio to DMSO, % at 10 µM; Q9NP58;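 active = fluorescence ratio to DMSO below 75%, the collection mean minus 3 SD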;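 also: signal is porphyrin accumulated inside mitochondria; 100% equals median channel fluorescence of DMSO control wells; lower ratio means ABCB6 inhibition with less porphyrin fluorescence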
hiPSC survival: hiPSC single-cell survival enhancement; ATPlite luminescence; 100% = ROCK inhibitor wells, 0% = DMSO; survival enhancement, % at 20 µM; actives 0.044% (n = 360,000); in the data active = survival enhancement above about 18%;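 also: cells exposed to compounds for 16 hours before the ATP read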
Cardio protect: myocardial damage modulation in H9c2 cells | H9c2 cardiomyocytes, H2O2 injury protection, ATPLite, 2 h | protection from H2O2 cell death, % at 20 µM | actives 0.63% (n = 360,000) | AID 588492;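 active = compounds giving at least 50% protection of heart cells from peroxide-induced death in the single-dose screen, raw or plate-pattern-corrected value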;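 also: 0% = DMSO wells with peroxide and 100% = DMSO wells without peroxide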
Glyco luc inh: blocks N-linked glycosylation in D54 reporter cells. actives 0.23% (n = 360,000). reporter increase, % at 12.5 µM. AID 588692. D54 ERlucT glycosylation luciferase reporter, 24 h; percent of 100 nM tunicamycin response;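 active = mean luciferase reporter signal, scaled so untreated is 0 and the glycosylation-blocking control 100, at or above a set limit in every replicate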;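 also: luciferase carries N-glycosylation sites so blocking glycosylation raises the light; 0% = median of neutral control wells and 100% = median of 100 nM tunicamycin wells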
Vif imaging: inhibitors of HIV Vif; HEK293T cells, Vif self-association by quenched fluorescence, imaging, 24 h; inhibition, % at 7.49 µM; actives 0.35% (n = 340,000); in the data active = inhibition above about 50%, passing the limit was not always enough; also: some results filed as inactive read as strong as hits
Granule exo inh: lytic granule exocytosis inhibition. TALL-104 LAMP-1 surface exposure, flow cytometry; cells stimulated with thapsigargin and PMA. actives 0.66% (n = 360,000). inhibition, % at 10 µM;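 active = inhibition above about 55%, limit read from the data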
PDI inh: PDI (human) enzyme inhibition; AID 588391; actives 0.052% (n = 350,000); PDI insulin aggregation turbidity, A650, 90 min; inhibition, % at 10 µM; P07237;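 active = mean inhibition across replicates of 30% or more, whatever share of single replicates reach that level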;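 also: absorbance from insulin aggregation driven by PDI reduction with DTT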
Target sequence (P07237 whole entry, looked up): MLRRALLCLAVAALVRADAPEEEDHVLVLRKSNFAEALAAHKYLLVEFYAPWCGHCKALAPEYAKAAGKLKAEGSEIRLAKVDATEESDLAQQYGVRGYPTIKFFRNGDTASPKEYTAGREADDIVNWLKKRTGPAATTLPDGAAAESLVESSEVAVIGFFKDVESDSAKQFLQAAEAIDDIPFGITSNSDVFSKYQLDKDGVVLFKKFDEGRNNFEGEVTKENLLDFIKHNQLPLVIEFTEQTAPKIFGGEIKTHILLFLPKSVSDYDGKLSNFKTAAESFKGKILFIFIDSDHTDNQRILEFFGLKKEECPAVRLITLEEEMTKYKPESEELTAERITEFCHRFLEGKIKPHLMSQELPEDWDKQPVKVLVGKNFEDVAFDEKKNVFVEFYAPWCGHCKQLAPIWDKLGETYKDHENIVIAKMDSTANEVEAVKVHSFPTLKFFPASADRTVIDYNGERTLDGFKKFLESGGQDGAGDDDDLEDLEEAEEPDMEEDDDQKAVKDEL
Starred values were filed as active, the others as inactive; · = no result given; & = joins results of further samples. Not a hit list; any-hit rate near 3.1%.

No.	structure	hiPSC survival	PDI inh	Cardio protect	Glyco luc inh	HTR2A ag	Vif imaging	aDG glyco act	CaV13 ICDI inh	ABCB6 inh MLPCN	Granule exo inh
1	COC(=O)c1cc(-c2cc(OC)ccc2OC)nc2c1c(=O)n(C)c(=O)n2Cc1ccccc1	-0.4	9	2	-9	2	5	0.2	-9	97	9
2	COc1ccc(-c2cnc3nc[nH]c(=O)c3n2)cc1	5.5	-4	-5	3	-2	2	0.0	-1	99	0
3	C/C=C/c1cc(OC)c2c(c1)[C@H](C)[C@@H](c1ccc(O)c(OC)c1)O2	2.2	·	-9	4	-1	6	-0.1	·	100	-4
4	COc1ccc(C2(O)CCN(CC(=O)Nc3nccs3)CC2)c(OC)c1	-1.5	-6	-4	0	-3	-1	0.1	-8	100	-1
5	CCC1Nc2ncnc(N3CCN(c4ccccc4)CC3)c2N(Cc2ccc(Cl)cc2)C1=O (stereo unspecified)	-1.0	28	20	-3	-37	2	-0.2	-12	97	-14
6	CC(=O)Nc1ccc(OCC(=O)N2CCc3ccccc3C2)cc1	0.1	3	-1	1	3	-10	-0.1	-4	99	-1
7	CCOc1ccccc1C(=O)NCC(=O)NCCc1ccc(S(N)(=O)=O)cc1	0.2	1	4	0	-1	-3	-0.1	-3	101	-2
8	Cc1cccc(N2CCN(C(=O)C3CCN(S(=O)(=O)c4cccc5nsnc45)CC3)CC2C)c1 (stereo unspecified)	-2.3	10	-2	-5	2	·	0.9	-5	111	0
9	CCN(CC)c1ccc(/C=N/Nc2ccccc2)c(O)c1	-2.1	8	0	1	2	1	-0.1	·	112	0
10	C/C(=N\NC(=O)c1ccccc1)c1ccc(-n2ccnc2)cc1	-0.8	-2	49	2	-4	-3	-0.4	3	109	-12
11	O=C(NC1CCCC1)c1cc2ccccc2o1	-0.4	-8	7	-1	-4	0	-0.1	-7	98	0
12	COc1cccc(CNc2ccc([N+](=O)[O-])cc2Cl)c1O	0.9	-1	-16	-1	-7	-4	1.0	-2	99	2
13	CC(OC(=O)C1=COCCO1)C(=O)NC1CCCC(C)C1C (stereo unspecified)	-0.1	5	2	2	-2	5	-0.3	4	99	14
14	CCCCN1CC(=O)N2[C@H]3c4cc(Cl)ccc4OC[C@@H]3[C@H](C(=O)OCC)[C@]2(C)C1=O	-1.3	0	-1	0	4	-2	0.2	-4	100	10
15	Cn1c(Cl)cnc1C(O)(c1ccccc1)c1ccccc1	-0.4	12	-8	0	8	10	0.0	-4	97	4
16	COc1cccc(-n2c(SCc3ccccn3)nc3c(c2=O)SCC3)c1	5.6	3	4	-1	-2	-9	0.6	-2	84	2
17	CN(C(=O)c1ccc(C#N)cc1)c1nnc(-c2cnccn2)s1	-0.5	1	0	0	2	-1	0.0	-17	95	2
18	CCC(=O)N1c2ccccc2C(N(C(=O)CC)c2ccccc2)CC1C (stereo unspecified)	0.7	3	1	4	-5	15	-0.2	-5	101	8
19	CC(C)(C)c1ccc(C(=O)C2CC2)cc1	1.1	1	-4	0	6	·	0.2	-10	102	3
20	NS(=O)(=O)c1ccc(CNC(=O)CSc2ccccc2)cc1	-1.3	21	-2	1	1	8	-0.5	-7	103	-3
21	O=c1[nH]c(COc2ccc(Cl)cc2Br)nc2ccccc12	0.1	-11	-3	-6	8	-6	-0.1	-3	88	8
22	Cc1ccc2nc(N/C(=N/S(=O)(=O)c3cccs3)c3ccccc3Cl)sc2c1	-0.1	3	-7	2	-2	-4	-0.1	-1	95	1
23	O=C(NCC1CCCO1)c1c(O)c2ccccc2[nH]c1=O (stereo unspecified)	-1.5	-20	5	2	-5	32	0.4	-1	97	7
24	COc1ccc(-c2noc(CCC(=O)NC3CCN(Cc4ccccc4)CC3)n2)cc1	-3.1	-6	-9	-3	-6	-2	1.2	-5	89	-1
25	CC12CC3CC(C)(C1)CC(C(=O)NCc1ccncc1)(C3)C2	-0.8	2	-1	-1	-3	0	0.0	2	98	-1
26	COCCn1c(SCC(=O)Nc2nnc(C)s2)nnc1-c1ccoc1C	-0.5	2	3	1	0	26	0.3	7	95	1
27	COc1ccccc1-c1c(C(F)(F)F)oc2cc(OC(=O)c3ccc([N+](=O)[O-])cc3)ccc2c1=O	1.5	-22	2	4	0	-8&2	0.0	-5	96	2
28	COc1cccc(CNc2ccc(C)c(Cl)c2)c1	-0.6	1	-10	-4	-3	4	0.0	-5	100	3
29	CCOC(=O)N1CCC(NC(=O)c2cc(COc3c(C)cccc3C)on2)CC1	-0.3	-1	0	-1	9	-3	0.1	-3	95	6
30	COCc1[nH]nc2c1C(c1ccc(F)cc1F)C(C#N)=C(N)O2 (stereo unspecified)	-3.3	-11	3	-1	-3	2	-0.1	·	92	-2
31	O=C(COC(=O)c1cccc(O)c1)Nc1ccc(N2CCOCC2)cc1	0.3	25	0	1	-4	19	-0.1	-2	99	0
32	COc1ccc(CN2C(=O)c3ccc(C(=O)O)cc3C2=O)cc1	0.3	0	6	3	-2	6	0.0	-5	99	4
33	O=C(COC(=O)c1ccc(NS(=O)(=O)c2ccc3c(c2)OCCO3)cc1)NC1CCS(=O)(=O)C1 (stereo unspecified)	6.2	5	-2	2	0	-4	-0.2	-4	99	4
34	Cc1cc(C)cc(N(CC(=O)NCCSc2ccccn2)S(=O)(=O)c2ccccc2)c1	3.4	-13	23	0	-7	-7	0.2	·	97	-3
35	Cn1c(=O)c2ncn(C)c2n(C)c1=O	-0.8	-10	-1	0	12	-5	2.2	-8	98	2
36	CN(C)S(=O)(=O)c1ccc(NC(=O)CN2CCC(Cc3ccccc3)CC2)cc1	-0.4	1	-7	-4	4	8	0.7	-1	105	27
37	C/C(=N/NC(=O)c1cccc(N2CCCC2=O)c1)c1ccc(Br)cc1	-0.6	4	0	6	-5	14	0.0	-4	98	-9
38	Nc1c(-c2ccc(Cl)cc2)cnn1-c1cccc(C(F)(F)F)c1	-2.2	8	-10	-4	-3	-16	0.2	-6	97	-10
39	COc1ccccc1OCC(=O)NCC1CCCN(C(=O)c2ccccc2C(C)=O)C1 (stereo unspecified)	-0.2	-1	1	1	3	-3	0.0	-6	94	-2
40	CC(C)(C)NC(=O)C1CCN(S(=O)(=O)c2cccc(C(F)(F)F)c2)CC1	0.7	1	7	3	6	-2	-0.1	-3	97	-2
41	Cn1c(SCC(=O)N2CCOCC2)nnc1-c1ccccc1	0.5	3	11	1	3	15	0.1	-7	92	-2
42	Cc1ccc(SCC(=O)OCC(=O)N2CCN(C(=O)c3ccco3)CC2)c(C)c1	0.9	3	-1	0	1	17	0.4	-6	101	10
43	Cc1cc(C(=O)NCC2CCCO2)n(-c2ccccc2)n1 (stereo unspecified)	0.6	·	14	2	0	12	0.2	-2	104	-1
44	Fc1cccc(Cc2c(-c3cccc(Br)c3)nc3ccc(Cl)cn23)c1	0.4	·	-5	0	8	·	0.0	-5	98	-4
45	CC1CCCCC1NC(=O)CSc1nnc(N)s1 (stereo unspecified)	-0.4	-12	6	1	2	-3	0.0	-5	91	-1
46	CCC(C)NC(=O)Cn1cc(S(=O)(=O)N2CCCC2)c(S(=O)(=O)N2CCCC2)c1 (stereo unspecified)	0.5	9	0	4	-6	13	0.1	-3	101	-9
47	Cc1ccc(/C=N\NC(=O)Cc2cccn2C)o1	-0.3	0	9	2	0	7	-0.1	-4	99	-5
48	Cc1ccc(S(=O)(=O)N2CCN(C(=O)c3cccc(F)c3)CC2)cc1	-2.7	-4	4	0	-2	9	0.2	-4	95	1
49	Cn1cc(CN2CC3C[C@@H]4CC2C[C@H](C3)C4)c(-c2ccc3c(c2)OCCO3)n1	5.3	-3	0	2	1	-20	0.2	-19	99	0
50	CCOCCn1c(CN(C)Cc2ccccc2)nc2c1c(=O)n(C)c(=O)n2C	-2.2	·	3	0	-2	-5	0.4	23	101	-2
51	CC(C)(CNC(=O)c1ccc(-c2cccc(C(F)(F)F)c2)o1)N1CCOCC1	-0.5	2	-2	0	-14	5	0.6	-6	93	-7
52	C#CCOC(=O)CCC(=O)NCCc1ccccc1	-1.6	-6	13	2	-2	13	0.2	-7	87	3
53	CC(C)COC(=O)N1CCCCC1c1cc(C(=O)NC(C)C)no1 (stereo unspecified)	-2.1	1	9	3	10	-12	-0.3	-5	102	13
54	COc1cc(NC(=O)c2c(F)c(F)c(OC)c(F)c2F)ccc1NC(=O)c1cccs1	0.4	0	0	2	16*	-14	1.7	-6	96	-10
55	CCCCC(NC(C)=O)c1nc2ccccc2n1CCC (stereo unspecified)	-2.9	1	-6	2	-4	-4	0.1	-7	100	1
56	Cc1ccc(C)c(Cn2nnc3c(=O)[nH]c(C4CCCN(C(=O)C5CCCCC5)C4)nc32)c1 (stereo unspecified)	-0.1	3	5	5	6	-7	0.0	-5	100	4

Additional entries.
No.	structure	hiPSC survival	PDI inh	Cardio protect	Glyco luc inh	HTR2A ag	Vif imaging	aDG glyco act	CaV13 ICDI inh	ABCB6 inh MLPCN	Granule exo inh
57	C=CCn1c(COc2ccccc2)nnc1SCC(=O)N/N=C/c1ccc(C)cc1	-0.8	-4	-18	2	1	·	0.4	·	95	4
58	O=C(O)c1oc2ccccc2c1CSCc1ccccc1	-0.2	-2	-3	2	2	6	0.0	-2	95	-3
59	Cc1ccc(NC(=S)NNc2ccc([N+](=O)[O-])cc2S(=O)(=O)Nc2ccccc2C(=O)O)cc1C	0.4	11	3	4	1	9	-0.2	-6	100	-2
60	O=C(Cn1cnc2ccccc2c1=O)NCc1ccco1	1.0	5	4	1	5	7	0.1	·	103	-4
61	COc1cccc(NC(=O)c2cnc(SC)nc2)c1	1.9	3	-8	2	-2	2	-0.1	-1	98	6
62	c1ccc(NCc2nc3ccccc3n2CCOc2ccccc2)cc1	-0.8	1	-7	-1	-5	0	0.2	-17	95	1
63	Cc1ccc(C(=O)C2CCNCC2)cc1	-2.7	-5	-2	0	-7	-1	-0.1	-5	93	-1
64	CC1=C(C(=O)OCCOc2ccccc2)C(c2coc3ccccc3c2=O)C2=C(CCCC2=O)N1 (stereo unspecified)	-1.0	-6	16	-1	-2	5	-0.4	-5	99	16
65	CCN(CC)CCCn1c2c(c(SCC(=O)Nc3ccc4c(c3)OCCO4)nc1=O)CCC2	0.2	-1	2	-4	-2	-3	-0.1	-6	102	-2
66	CCC(=O)Nc1cccc(Br)c1	0.9	7	-1	0	-2	-3	0.0	·	96	-3
67	COc1ccc(S(=O)(=O)Nc2c3ccccc3nc(=O)n2-c2ccccc2)cc1	1.5	-4	10	-1	-1	-13	-0.5	·	90	-2
68	Cn1c(NCC2CCCO2)nc2c1c(=O)n(Cc1ccccc1)c(=O)n2C (stereo unspecified)	0.6	3	5	2	2	0	0.0	·	100	1
69	CCN(c1ccccc1)S(=O)(=O)c1ccc(Oc2ccccc2C(C)=O)nc1	0.9	2	-1	0	9	-5	-0.2	-8	95	-4
70	CCCOC1CCCN(C(=O)c2ccc(OC3CCN(Cc4ccccn4)CC3)cc2)C1 (stereo unspecified)	-0.2	-1	2	-1	0	-18	0.0	-5	97	-1
71	CCCN1Cc2cccc(C(=O)N3CCN(c4ccc(OC)cc4)CC3)c2C1=O	-2.3	7	-2	2	-1	-2	0.1	-7	89	-1
72	CC1CCN(Cc2c(C#N)c3ccccc3n2C)CC1	-0.9	7	0	0	-13	·	-0.3	-5	101	21
